Bioassay records from PubChem.
D2 potentiator: HTS Assay for Positive Allosteric Modulators of the Human D2 Dopamine Receptor: Primary Screen for Potentiators; actives 0.34% (n = 340,000); HEK293 T-REx D2, calcium flux, EC20 dopamine potentiation; AID 485347, 2010; potentiation, % at 10 µM;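 active = potentiation over 3 SD above the plate norm, cut at about 30% in these data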; note: 0% is about no effect
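Using a no-wash calcium dye in inducible, force-coupled HEK293 Trex cells expressing D2, we tracked fluorescence each second for 180 s after compound, then for 180 s after EC20 dopamine to detect augmented signalling.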
D2 agonist: HTS Assay for Allosteric Agonists of the Human D2 Dopamine Receptor: Primary Screen for Agonists; actives 0.53% (n = 340,000); activation, % at 2 µM; HEK293 T-REx D2 cells, calcium flux agonist mode;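 active = activation over 3 SD above normal in the single-dose calcium agonist read, cut at about 30% in these data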; note: 0% is about no effect
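Tetracycline-induced HEK293 T-REx cells with force-coupled D2 receptor, plated overnight at 30 C, loaded with no-wash calcium dye. After a 10 s baseline, compound was pin-added and calcium flux read kinetically for 180 s; calcium rises flagged agonists.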
TRHR ag: qHTS for Small Molecule Agonists and Allosteric Enhancers of Human TRH Receptor: Primary Screen for Agonists | Thyrotropin-releasing hormone receptor (Homo sapiens), P34981 | TRHR cells, calcium flux fluo-8, FDSS agonist mode | activation, % at 2 µM | actives 0.18% (n = 360,000); note: 0% is about no effect
Target sequence (P34981 whole entry, looked up): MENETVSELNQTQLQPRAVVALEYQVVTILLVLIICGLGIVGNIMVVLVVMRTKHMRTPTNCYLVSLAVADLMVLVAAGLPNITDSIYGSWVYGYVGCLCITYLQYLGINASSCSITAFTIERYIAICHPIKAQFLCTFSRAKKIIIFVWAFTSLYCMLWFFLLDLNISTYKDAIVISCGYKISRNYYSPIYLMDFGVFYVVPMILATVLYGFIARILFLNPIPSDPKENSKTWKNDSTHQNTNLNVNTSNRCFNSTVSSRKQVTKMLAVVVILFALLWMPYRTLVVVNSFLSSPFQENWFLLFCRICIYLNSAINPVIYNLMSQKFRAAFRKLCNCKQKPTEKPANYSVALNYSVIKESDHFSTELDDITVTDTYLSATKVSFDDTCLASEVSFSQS
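TRHR-expressing cells loaded with fluo-8 calcium dye; 23 nL library compound pin-transferred, kinetic FDSS fluorescence (Ex 480/Em 530) recorded about 180 s for agonist-induced calcium release, before a 10 nM TRH EC20 addition for potentiator mode.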
RXFP1 antag: qHTS Assay for Antagonists of the Relaxin Receptor RXFP1. Relaxin receptor 1 (Homo sapiens), Q9HBX9. HEK293-RXFP1, relaxin-stimulated cAMP HTRF, 30 min; stronger effect = lower value. activity change, negative = inhibition, % at 57.5 µM. actives 0.59% (n = 350,000). AID 1259400, 2018;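 active = activity change of -60% or lower, but not beyond a set lower limit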; note: % is set by controls: 0 for no effect and ±100 for the full control effect
TRHR enhancer: qHTS for Small Molecule Agonists and Allosteric Enhancers of Human TRH Receptor: Primary Screen for Enhancers | Thyrotropin-releasing hormone receptor (Homo sapiens), P34981 | TRHR cells, fluo-8 calcium fluorescence, EC20 TRH enhancement | enhancement, % at 2 µM | actives 0.66% (n = 360,000) | AID 493056, 2011; in the data active = enhancement above about 30%; note: 0% is about no effect
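TRHR-expressing cells loaded with fluo-8 calcium dye were read kinetically (ex 480/em 530) during compound addition, then stimulated with an EC20 of TRH (10 nM final). Enhancement of the Gq-mediated intracellular calcium response was scored.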
D1 agonist: Allosteric Agonists of the Human D1 Dopamine Receptor: qHTS. D(1A) dopamine receptor (Homo sapiens), P21728. HEK293 T-REx D1 cells, calcium flux, agonist mode. activation, % at 2 µM. actives 1% (n = 360,000); note: 0% is about no effect
Target sequence (P21728 whole entry, looked up): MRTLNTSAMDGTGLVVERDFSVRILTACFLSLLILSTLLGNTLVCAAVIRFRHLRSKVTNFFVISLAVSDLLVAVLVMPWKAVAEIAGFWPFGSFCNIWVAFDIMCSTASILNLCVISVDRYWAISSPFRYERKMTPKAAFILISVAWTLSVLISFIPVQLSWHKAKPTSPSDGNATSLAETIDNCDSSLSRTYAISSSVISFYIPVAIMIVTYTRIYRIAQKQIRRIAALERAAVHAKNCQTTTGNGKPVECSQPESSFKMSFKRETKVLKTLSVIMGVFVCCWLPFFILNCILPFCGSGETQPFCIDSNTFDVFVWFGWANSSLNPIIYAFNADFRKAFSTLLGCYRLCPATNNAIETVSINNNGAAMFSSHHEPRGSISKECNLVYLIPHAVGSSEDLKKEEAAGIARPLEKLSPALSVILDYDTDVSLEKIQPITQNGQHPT
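Agonism was scored from calcium flux recorded over 180 s (1 read/s) after pintool compound addition, following a 10-cycle baseline. Cells were inducible force-coupled HEK293 TREx D1, plated overnight at 30 C and loaded with no-wash calcium dye.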
D1 antag: Antagonist of Human D 1 Dopamine Receptor: qHTS. D(1A) dopamine receptor (Homo sapiens), P21728. HEK293 TREx D1 cells, calcium flux, dopamine EC80; stronger effect = lower value. activity change, negative = inhibition, % at 10 µM. actives 3.2% (n = 360,000). AID 504652, 2011; in the data active = activity change below about -30%; note: % is set by controls: 0 for no effect and ±100 for the full control effect
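Inducible Hek293 Trex D1 cells (tetracycline, overnight, 30 C). Calcium dye 30–90 min RT. Antagonist mode: EC80 dopamine added after 180 s compound read.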
D1 PAM: Potentiators of Human D1 Dopamine Receptor: qHTS. D(1A) dopamine receptor (Homo sapiens), P21728. HEK293 TREx D1 cells, calcium flux, dopamine EC20 potentiation. potentiation, % at 10 µM. actives 0.036% (n = 360,000). AID 504651, 2011; in the data active = potentiation above about 30%; note: 0% is about no effect
D2 antag: HTS Assay for Allosteric Antagonists of the Human D2 Dopamine Receptor: Primary Screen for Antagonists; HEK293 TREx D2 cells, calcium flux, dopamine EC80; inhibition, % at 10 µM; actives 2% (n = 340,000); in the data active = inhibition above about 30%; note: 0% is about no effect
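Tetracycline-induced HEK293 T-REx cells expressing D2 force-coupled to calcium signalling were dye-loaded, exposed to compound for 180 s, then challenged with an EC80 of dopamine; calcium flux was followed kinetically for a further 180 s.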
An asterisk follows results filed as active; / = not tested or not shown. Cut-off read from the data, not from the text of the source, unless noted: active = activation above about 30%; inactive = the rest.

SMILES	D2 potentiator	D2 agonist	TRHR ag	RXFP1 antag	TRHR enhancer	D1 agonist	D1 antag	D1 PAM	D2 antag
COC(=O)c1sccc1NC(=S)Nc1ccc(F)cc1	-4.7	0.4	0.2	/	-1.4	0.1	4.3	1.9	19.6
CN(c1ccccc1)S(=O)(=O)c1ccc(C(=O)Nc2nnc(-c3ccc(F)cc3)o2)cc1	23.2	0.5	-0.5	4.9	9.7	18.2	-14.7	21.1	-8.1
COc1cccc(NC(=O)CN2CCN(S(=O)(=O)c3ccc(F)cc3)CC2)c1	3.2	0.4	-0.3	8.5	5.6	4.1	-2.5	-4.0	-2.2
COc1ccc(S(=O)(=O)Nc2ccc3c(c2)N(C(C)=O)CCC3)cc1F	-4.2	1.4	0.6	-10.7	-3.5	8.4	-16.3	-0.2	/
Cc1cc(C(=O)NCc2ccc(F)cc2)n(-c2ccccc2)n1	-2.5	7.0	-0.7	-5.3	-3.3	1.7	11.2	-0.8	-0.2
COc1ccc(NC(=O)CSc2nnc(-c3nnn(-c4ccc(F)cc4)c3C)o2)cc1	-5.2	/	0.3	/	-2.8	2.8	-7.4	0.3	/
Cc1cc(C)n(C(=O)c2ccc(NC(=O)C3COc4ccccc4O3)cc2)n1 (stereo not drawn)	-10.1	1.3	0.9	-2.2	-9.6	2.7	-7.2	-5.0	-5.2
CCn1c(=O)c(CCC(=O)N2CCOCC2)c(C)c2c(C)nn(-c3ccccc3)c21	-2.5	0.1	0.4	-0.3	11.5	0.6	5.9	3.8	4.6
COc1nc(-c2ccc(Cl)cc2Cl)nc2ccccc12	/	/	-0.6	-3.7	0.0	1.8	16.2	-3.0	/
O=C(O)c1cccc(N/N=C/C2=C(Cl)c3cc(Cl)ccc3SC2)c1	4.3	2.8	10.5	-3.3	2.7	14.4	14.2	5.0	-1.5
COc1cc2c(cc1OC)C(COc1ccc(F)cc1)N(C(=O)Cc1ccccc1)CC2 (stereo not drawn)	-3.5	0.0	-0.4	/	3.3	-2.2	-11.9	2.1	/
CCOc1ccc(C(=O)COC(=O)c2nc3nccc(C)n3n2)cc1	11.6	-0.3	0.2	-2.3	0.4	2.2	-0.5	-6.5	-17.0
COc1ccc(OCCC(=O)Nc2cc3c(cc2C(=O)O)OCCCO3)cc1	11.3	0.3	0.2	-14.1	-0.7	0.2	-18.8	-2.2	1.6
O=c1[nH]cccc1-c1nc2ccccc2n1Cc1ccc(F)cc1	-9.5	1.0	0.5	2.6	4.5	1.4	-7.6	-6.7	2.0
COc1cccc(NC(=O)/C(C#N)=C/c2c(C)n(Cc3ccc(Cl)cc3)c3ccccc23)c1	-0.2	3.2	4.7	-8.9	-8.2	15.8	-13.9	-0.4	/
CCOC(=O)c1ccccc1NC(=O)CSc1cn(CC(=O)N2CCCCCC2)c2ccccc12	/	0.1	0.1	-15.7	-9.3	0.5	-9.9	-0.8	/
Cc1ccc(NC(=O)N2CC3CCCN3c3ccccc32)c(C)c1 (stereo not drawn)	-1.4	/	-0.5	-20.0	2.6	4.3	-9.5	-3.6	/
Cc1ccc(S(=O)(=O)N2CCC(C(=O)N[C@@H](C)C(=O)NCc3ccco3)CC2)cc1	-0.1	-0.4	0.1	0.8	-2.0	-1.5	-0.4	-1.4	-9.3
COc1ccc2c(c1)c1c(c(=O)n(CCc3ccccc3)c(=O)n1Cc1cccc(C)c1)n2C	3.3	0.8	0.4	/	-0.3	0.5	5.7	-1.8	/
CCN1CCN(CCCOc2ccccc2-c2ccccc2)CC1	4.5	-1.9	0.8	-2.7	26.6	16.8	-8.8	-3.9	-6.8
CSCCC(NC(=O)c1ccc(C(C)(C)C)cc1)C(=O)O (stereo not drawn)	2.3	0.3	0.0	-12.8	-2.1	5.3	4.1	4.1	11.8
COc1ccc(CNc2ncnc3c2[nH]c2ccccc23)cc1	-11.4	2.5	3.9	-24.7	-4.0	32.6*	-41.6*	-2.5	23.7
COc1ccccc1Nc1nc(NCc2ccco2)c2ccccc2n1	-16.6	-0.8	-1.3	-37.4	-3.6	1.5	-92.8*	-19.7	-0.6
COc1ccc(CCNc2oc(COc3cccc(C)c3)nc2C#N)cc1OC	10.6	-2.0	-0.5	-4.7	-0.5	17.2	4.9	-2.8	/
CSc1nc2c(c(=O)[nH]c(=O)n2C)n1Cc1ccccc1	14.3	-0.2	-0.3	17.1	31.0*	5.2	1.5	0.6	-2.2

One compound at a time, as listed above.
COc1ccc(CNc2ncnc3c2[nH]c2ccccc23)cc1 across the screens: D2 potentiator = -11.4; D2 agonist = 2.5; TRHR ag = 3.9; RXFP1 antag = -24.7; TRHR enhancer = -4.0; D1 agonist = 32.6*; D1 antag = -41.6*; D1 PAM = -2.5; D2 antag = 23.7
O=c1[nH]cccc1-c1nc2ccccc2n1Cc1ccc(F)cc1 across the screens: D2 potentiator = -9.5; D2 agonist = 1.0; TRHR ag = 0.5; RXFP1 antag = 2.6; TRHR enhancer = 4.5; D1 agonist = 1.4; D1 antag = -7.6; D1 PAM = -6.7; D2 antag = 2.0
Cc1cc(C)n(C(=O)c2ccc(NC(=O)C3COc4ccccc4O3)cc2)n1 (stereo not drawn) across the screens: D2 potentiator = -10.1; D2 agonist = 1.3; TRHR ag = 0.9; RXFP1 antag = -2.2; TRHR enhancer = -9.6; D1 agonist = 2.7; D1 antag = -7.2; D1 PAM = -5.0; D2 antag = -5.2

(further entries)
SMILES	D2 potentiator	D2 agonist	TRHR ag	RXFP1 antag	TRHR enhancer	D1 agonist	D1 antag	D1 PAM	D2 antag
COc1cc(OC)cc(C(=O)N2c3ccc(F)cc3CCC2C)c1 (stereo not drawn)	-0.8	-4.7	-0.5	-7.9	-1.8	0.4	-3.3	-20.6	-7.1
COc1cccc(C(C(=O)NC2CCCC2)N(C(=O)c2ccco2)c2ccccc2F)c1OC (stereo not drawn)	19.9	0.1	-0.5	9.2	5.3	-0.9	-1.0	1.1	0.3
O=C(O)C1CCCN(S(=O)(=O)c2cccs2)C1 (stereo not drawn)	-3.1	0.5	0.3	9.5	-2.4	-0.9	5.8	-5.0	19.6
CCCCN(C)C(=O)c1ccc2c(c1)N(Cc1cccc(F)c1)C(=O)c1ccccc1S2	0.5	0.4	-0.3	-10.4	-9.6	2.0	12.3	-4.1	/
Cc1ccc(-n2nc3c(N4CCC(C(=O)N5CCC(C(N)=O)CC5)CC4)nnc(C)c3c2C)cc1	0.1	-0.9	-0.1	2.6	0.7	-0.9	-3.2	-3.2	10.4
O=S(=O)(/C=C/c1ccccc1)NCc1ccccc1Cl	11.8	-0.3	-0.3	2.4	-0.7	0.4	-7.8	-0.6	17.3
CCCCC/S(CC1CC1(Cl)Cl)=N\S(=O)(=O)c1ccc(C)cc1 (stereo not drawn)	-12.1	-0.7	-1.0	4.2	-7.1	-1.0	-4.9	-1.1	19.1
COc1ccccc1CNc1ncnc2c1c(-c1ccccc1)cn2-c1ccc(Br)cc1	11.4	-0.3	0.4	10.1	-3.0	1.9	3.0	-1.7	/
c1ccc(CN2CCN(CCOCCOc3cccc4ccccc34)CC2)cc1	-23.8	1.5	0.8	-35.3	9.8	22.5	-42.5*	-8.8	-4.8
O=C(c1ccccc1Nc1ccc(SC(F)F)cc1)N1CCCCCC1	2.4	-0.8	-0.5	-4.3	7.9	-0.1	2.5	2.0	-9.1
COc1ccc(CCNC(=O)Cn2c(=O)oc3ccccc32)cc1OC	19.6	-0.3	-0.2	3.9	-1.3	2.4	0.5	1.1	-13.2
CC(=O)Nc1ccc(NC(=O)C(C)Sc2n[nH]c(-c3ccc(C)cc3)n2)cc1 (stereo not drawn)	/	/	0.0	-2.1	3.3	2.6	3.5	-5.4	/
CC(=O)Nc1ccc(Cc2nc3c([nH]2)c(=O)n(C)c(=O)n3C)cc1	-6.7	0.3	0.5	/	8.6	-0.1	-8.0	-2.1	7.9
CSc1nc(Oc2ccc(F)cc2F)cc(C(F)(F)F)n1	-9.9	-0.1	0.2	-2.4	-0.2	0.7	6.0	4.3	18.6
C=CCc1ccc(OCC(O)CN2CCCCC2)c(OC)c1 (stereo not drawn)	3.8	-0.1	-0.1	-2.1	-0.2	2.1	-6.0	-6.6	-38.2
CN(CCc1ccccc1)C(=O)CCc1nnc(Cc2ccc3c(c2)OCO3)o1	-17.0	0.4	-0.5	-8.8	13.5	0.6	-3.1	-3.0	4.1
CC(=O)Nc1ccc(S(=O)(=O)NCCC(=O)NCCc2ccc(F)cc2)cc1	11.4	-0.3	0.1	-1.5	0.0	1.7	-7.8	-0.9	-5.6
CCn1c(COc2cccc3cccnc23)nnc1SCC(=O)O	-7.4	0.7	0.3	/	3.7	3.8	-6.2	/	-12.7
CC(=O)N1c2ccc(S(=O)(=O)N3CCC(C(=O)Nc4cccc(C)c4)CC3)cc2CC1C (stereo not drawn)	15.3	-0.6	-1.6	34.8	0.8	3.8	-0.2	1.1	-6.3
Cc1ccc(N2C(=O)C3C4CC(=O)C(c5ccccc54)C3C2=O)cc1C (stereo not drawn)	18.1	0.0	-0.4	-9.7	-5.1	1.0	-14.6	4.5	-4.0
Cc1ccc(C(=O)OCc2nnc(-c3ccccc3)o2)cc1S(=O)(=O)N1CCOCC1	6.3	0.4	0.2	-8.8	-2.8	2.3	5.3	-9.4	-14.1
CCCCCN(C(=O)CCC(=O)OCc1ccc(C(C)(C)C)cc1)c1c(N)n(CCCC)c(=O)[nH]c1=O	-14.4	0.1	-0.1	-30.4	-7.2	1.8	-7.1	0.9	19.2
COc1ccc(OCC(=O)O/N=C(\N)Cc2ccc(Cl)cc2)cc1	2.9	2.0	0.7	-0.5	-7.5	11.7	-5.1	-3.1	1.4
COc1ccc(C2c3ccc(O)cc3Oc3ncn4nc(-c5ccccn5)nc4c32)cc1 (stereo not drawn)	6.1	-1.4	-1.0	-10.4	4.5	9.9	-18.4	-8.3	22.6
COc1ccc(-c2nc3ccccc3o2)cc1NC(=O)COc1ccc(C(C)(C)C)cc1	18.4	-1.9	2.2	-12.4	4.0	0.5	13.0	0.8	/

Pulled one by one from above, two records:
SMILES	D2 potentiator	D2 agonist	TRHR ag	RXFP1 antag	TRHR enhancer	D1 agonist	D1 antag	D1 PAM	D2 antag
COc1ccc(-c2nc3ccccc3o2)cc1NC(=O)COc1ccc(C(C)(C)C)cc1	18.4	-1.9	2.2	-12.4	4.0	0.5	13.0	0.8	/
COc1ccc(OCC(=O)O/N=C(\N)Cc2ccc(Cl)cc2)cc1	2.9	2.0	0.7	-0.5	-7.5	11.7	-5.1	-3.1	1.4

TRHR enhancer: what is marked active above
Compound	D2 potentiator	TRHR ag	RXFP1 antag	TRHR enhancer	D1 agonist	D1 antag	D1 PAM	D2 antag
CSc1nc2c(c(=O)[nH]c(=O)n2C)n1Cc1ccccc1	14.3	-0.3	17.1	31.0*	5.2	1.5	0.6	-2.2

Rows are unselected; any-hit rate near 7.1%.
